Screening data as filed in PubChem.
SENP6 inh – SENP6 protease inhibitors, primary screen, biochemical, luminescence, uHTS; Sentrin-specific protease 6 (Homo sapiens), Q9GZR1; Recombinant SENP6 catalytic domain, aminoluciferin luminescence; inhibition, % at 10 µM; hit rate 1.8% among 330,000; AID 2599, 2010;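 active = inhibition above about 50% at the single tested dose, limit read from the data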;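 note: plate controls were DMSO wells with enzyme for no effect and DMSO wells lacking enzyme for full effect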
Target sequence (Q9GZR1 628-1112 limits assumed): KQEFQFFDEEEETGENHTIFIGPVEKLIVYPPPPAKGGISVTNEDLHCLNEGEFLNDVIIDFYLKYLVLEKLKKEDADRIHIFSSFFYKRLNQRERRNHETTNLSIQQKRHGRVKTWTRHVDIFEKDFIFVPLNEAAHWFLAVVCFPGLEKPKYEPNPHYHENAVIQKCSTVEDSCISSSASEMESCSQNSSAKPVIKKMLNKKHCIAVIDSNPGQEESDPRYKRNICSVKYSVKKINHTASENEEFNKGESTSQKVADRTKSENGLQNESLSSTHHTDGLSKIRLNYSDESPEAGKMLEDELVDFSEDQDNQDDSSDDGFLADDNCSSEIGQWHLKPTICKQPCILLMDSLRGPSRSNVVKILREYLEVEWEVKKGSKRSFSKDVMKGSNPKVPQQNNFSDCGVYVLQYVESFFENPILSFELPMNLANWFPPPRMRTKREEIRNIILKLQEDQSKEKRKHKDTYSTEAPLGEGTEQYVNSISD
SENP1 FRET inh – human SENP1 catalytic domain inhibitors, primary screen, biochemical, FRET, uHTS; inhibition, % at 10 µM; hit rate 0.21% among 360,000; recombinant SENP1 catalytic domain, CyPet-SUMO1-YPet FRET cleavage; AID 624204, 2012;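 active = inhibition at least 30% at 10 µM, raw YFP signal under a set limit, fluorescence ratio 0.5 to 1.5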;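 note: 0% = enzyme with DMSO and 100% = no enzyme wells; some results filed as inactive read as strong as hits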
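Assay system: hSENP1 catalytic domain, recombinant. Amount: SENP1 enzyme, 20 pM final. Schedule: 50 min reaction, RT, dark. Technique: FRET, CFP and YFP emission. Control set: no-enzyme wells low, DMSO-plus-enzyme wells high control.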
SENP8 block-1 – human SENP8 protease inhibitors, primary screen, biochemical, fluorescence, Nedd8 protein substrate, uHTS; Sentrin-specific protease 8 (Homo sapiens), Q96LD8; recombinant SENP8; inhibition, % at 20 µM; hit rate 0.64% among 360,000; AID 602440, 2012; in the data active = inhibition mostly above about 40%, no sharp cut-off; inactive = mostly below about 27%
Target sequence (Q96LD8 whole entry, looked up): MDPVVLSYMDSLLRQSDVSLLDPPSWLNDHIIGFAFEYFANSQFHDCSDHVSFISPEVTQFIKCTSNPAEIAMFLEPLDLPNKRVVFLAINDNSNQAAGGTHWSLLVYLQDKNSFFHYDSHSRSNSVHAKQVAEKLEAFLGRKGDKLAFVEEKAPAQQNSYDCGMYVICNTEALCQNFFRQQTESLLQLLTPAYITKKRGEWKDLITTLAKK
Apaf-1 inh – inhibitors of human Apaf-1 apoptosome, primary screen, biochemical, DEVD-Rh110 fluorescence, uHTS; hit rate 0.71% among 330,000; inhibition, % at 20 µM; reconstituted apoptosome caspase-3 activity; AID 489030, 2010; active = inhibition of at least 40% at 20 µM;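 note: plate controls were DMSO wells for no effect and DEVD-CHO caspase inhibitor wells for full effect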
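Assay system: Apoptosome proteins | Medium: pH 7.5 Hepes buffer with CHAPS, BSA, DTT | Also added: Cytochrome c and DEVD-Rh110 substrate | Times: 30 min plus 50 min, RT | Detection: Rhodamine 110 fluorescence at Ex 480/Em 540 nm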
HKDC1 inhibitor – HKDC1 hexokinase inhibitors, primary screen, biochemical, fluorescence, uHTS; Q2TB90; hit rate 0.16% among 340,000; recombinant HKDC1, G6PDH/diaphorase resazurin coupled fluorescence; inhibition, % at 20 µM;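 active = inhibition above about 35% when tested at 20 µM, limit read from the data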;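 note: plate controls were DMSO wells with enzyme for no effect and DMSO wells lacking enzyme for full effect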
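Material: recombinant HKDC1 hexokinase; Amount: HKDC1 at 5 µg/mL; Medium: Tris pH 8.0 buffer with MgCl2, Tween-20, BSA, BME; Schedule: 90 min reaction incubation at room temperature, dark; Technique: coupled resazurin fluorescence, excitation 525 nm, emission 613 nm.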
SENP8 block-2 – SENP8 protease inhibitors, primary screen, biochemical, luminescence | inhibition, % at 10 µM | AID 2540, 2010 | hit rate 1.2% among 330,000 | purified SENP8, Z-RLRGG-aminoluciferin cleavage; in the data active = inhibition above about 50%
PfGluPho inh – PfG6PD enzyme inhibitors, primary screen, biochemical, fluorescence intensity, uHTS | inhibition, % at 20 µM | PfGluPho enzyme, NADPH resazurin-diaphorase fluorescence | hit rate 0.78% among 350,000 | glucose-6-phosphate dehydrogenase-6-phosphogluconolactonase (Plasmodium falciparum 3D7);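 active = inhibition reaching at least a set limit at 20 µM in the primary screen, cut at about 59% in these data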;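 note: 0% = DMSO wells with substrate and 100% = DMSO wells lacking glucose-6-phosphate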
NALP3 yeast inh – NALP3 inflammasome inhibitors in reconstituted yeast, primary screen, luminescence, uHTS | Yeast reconstituted NLRP3/ASC/caspase-1, beta-gal luminescence, 24 h | inhibition, % at 10 µM | hit rate 0.39% among 330,000 | AID 2825, 2010;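 active = inhibition of 50% or more; inactive = inhibition below 50%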;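 note: plate controls were induced DMSO wells for no effect and uninduced yeast grown without galactose for full effect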
SENP7 block – SENP7 protease inhibitors, primary screen, biochemical, luminescence, uHTS; inhibition, % at 5 µM; recombinant SENP7, Z-RLRGG-aminoluciferin luminescence, 40 min; hit rate 1.5% among 330,000; AID 434973, 2010;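 active = inhibition above about 50% at the single test dose, limit read from the data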;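 note: plate controls were DMSO with enzyme for no effect and no enzyme buffer wells for full effect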
Target sequence (Q9BQF6 706-1050 limits assumed): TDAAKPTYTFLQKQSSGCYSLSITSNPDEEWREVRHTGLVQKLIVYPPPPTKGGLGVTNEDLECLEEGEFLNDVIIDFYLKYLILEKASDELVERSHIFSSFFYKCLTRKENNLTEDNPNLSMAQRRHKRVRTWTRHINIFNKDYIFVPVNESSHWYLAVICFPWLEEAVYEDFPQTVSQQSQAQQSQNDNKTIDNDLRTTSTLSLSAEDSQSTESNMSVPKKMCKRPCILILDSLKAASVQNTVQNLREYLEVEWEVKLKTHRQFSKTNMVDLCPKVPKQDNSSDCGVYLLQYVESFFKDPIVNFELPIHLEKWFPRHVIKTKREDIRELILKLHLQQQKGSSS
Starred values were filed as active, the others as inactive; x = no result given; & = joins results of further samples; ! = not confirmed by another sample.

SMILES	SENP6 inh	SENP1 FRET inh	SENP8 block-1	Apaf-1 inh	HKDC1 inhibitor	SENP8 block-2	PfGluPho inh	NALP3 yeast inh	SENP7 block
O=C(NCC(=O)N1CCN(Cc2c(F)cccc2Cl)CC1)c1cccc(Cl)c1	-6	0	1	1	-5	-7	-16	24	-11
COc1ccc(CNC(=O)/C=C/c2cc([N+](=O)[O-])ccc2OC(F)F)cc1OC	-6	1	37	-13	-3	2	2	10	2
CS(=O)(=O)Nc1ccc(C(=O)Nc2ccc(S(=O)(=O)Nc3nccs3)cc2)cc1	13	1	-29	-2	22	4	-20	4	3
CC(C)(C)NC(=O)c1cc([N+](=O)[O-])ccc1N1CCCCC1	x	2	23	x	-17	x	-3	x	x
CC(OC(=O)CCCSc1nc2ccccc2s1)C(=O)NC(N)=O (stereo not given)	-1	0	0	-2	-1	-9	0	10	-3
COc1ccc(-n2ccc(=O)c(C(=O)Nc3ccc(S(=O)(=O)Nc4nccs4)cc3)n2)cc1	14	2	-182	9	3	4	-15	12	5
Cc1cc(C)n(-c2ccc(Cl)c(C(=O)OCC(=O)N3CCCCC3C)n2)n1 (stereo not given)	0	2	21	-23	5	0	-12	24	6
COc1ccc(NC(=O)CCCn2c(=O)c3sccc3n(Cc3cccc(C)c3)c2=O)cc1	-22	3	10	13	-12	-5	8	2	3

(listing goes on)
SMILES	SENP6 inh	SENP1 FRET inh	SENP8 block-1	Apaf-1 inh	HKDC1 inhibitor	SENP8 block-2	PfGluPho inh	NALP3 yeast inh	SENP7 block
Cn1c(-c2ccc(N)cc2)nc2ccccc21	45	0	-429	6	2	30	-1	-9	33
Cc1cc(-c2nnc(SCCC(=O)Nc3ccccc3)o2)no1	7	1	-2	1	-1	8	3	19	-5
Cc1cccc(C)c1NC(=O)CNC(=O)c1ccncc1	-17	1	4	-13	-6	-6	-19	10	8
COc1ccc(NC(=O)Cn2cc(C(=O)C3CC3)c3ccccc32)cc1	14	1	17	8	0	-5	1	16	-1
Cc1ccccc1-c1nc(CS(=O)(=O)CC(=O)NCCCN2CC(C)CC(C)C2)c(C)o1 (stereo not given)	-4	1	14	0	-2	-8	-6	14	13
CCOc1ccc(C(=O)NC(C(=O)N2CCC2)C(C)C)cc1 (stereo not given)	-9	-1	13	8	-8	-1	2	9	8
COc1ccc(S(=O)(=O)NCCSCc2ccc(Cl)cc2)cc1NC(C)=O	-4	-3	5	7	4	0	-5	4	1
Cc1ccc(OCc2cc(C(=O)N(C)Cc3cnn(-c4ccccc4C)c3)no2)cn1	-4	0	7	-18	3	-1	-1	22	0

Going on with the list.
SMILES	SENP6 inh	SENP1 FRET inh	SENP8 block-1	Apaf-1 inh	HKDC1 inhibitor	SENP8 block-2	PfGluPho inh	NALP3 yeast inh	SENP7 block
COc1ccc(S(=O)(=O)Nc2ccc(F)c(F)c2)cc1C(=O)N1CCOCC1	-2	1	12	-2	0	-5	4	19	-9
COc1cc2c(cc1OC)C(C1C(=O)CC(C)CC1=O)N(C(=O)CCl)CC2 (stereo not given)	-1	-10	-396	-8	-13	-6	28	-4	-6
O=C(NNS(=O)(=O)c1ccc(F)cc1)C1CCN(Cc2cccc(F)c2)CC1	11	1	6	-5	-5	7	-7	-4	-4
COc1ccc(CNC(=O)CNS(=O)(=O)c2cccs2)cc1	-10	0	9	0	-2	4	-8	4	-4
C[C@@H](NS(=O)(=O)c1ccc(Br)cc1F)[C@@H](O)c1ccccc1	x	3	8	17	13	x	2	x	12
O=C(CSc1n[nH]c(-c2ccccc2Br)n1)NC(=O)NCc1ccco1	8	-2	18	2	2	-4	-13	7	4
Cc1ccc(S(=O)(=O)Cc2ccc(C(=O)NCCCN3CCCC3=O)o2)cc1	1	-2	0	6	-5	-13	8	15	-7
Cc1sc2ncnc(N3CCN(S(=O)(=O)c4ccc(Br)cc4)CC3)c2c1C	0	0	3	17	-1	0	-7	6	-6

The list goes on:
SMILES	SENP6 inh	SENP1 FRET inh	SENP8 block-1	Apaf-1 inh	HKDC1 inhibitor	SENP8 block-2	PfGluPho inh	NALP3 yeast inh	SENP7 block
Cc1nc2cc(N3CCCCC3)c(NC(=O)c3cccnc3)cc2c(=O)n1Cc1ccccc1	0	-9	-4	15	1	-2	11	20	2
CC(c1ccccc1)c1nnc(NC(=O)Nc2ccccc2)s1 (stereo not given)	12	1	1	23	2	1	-7	-15	2
Cc1cc(C)n(-c2ccc(F)cc2CN2CCN(C3CCCC3)C(CCO)C2)n1 (stereo not given)	1	1	1	-16	-2	6	2	-11	-2
COC(=O)CNC(=O)CN(c1ccc(OC)cc1OC)S(=O)(=O)c1ccccc1	-15	2	2	-2	-1	-5	-13	2	-9
CC1(C)CC(=O)c2cc(C(=O)O)c(=O)n(-c3ccccc3)c2C1	-5	-13	19	0	-2	3	-1	12	8
Cc1cccc(C(=O)NNC(=O)c2ccccc2Br)c1	-2	1	7	-1	-4	5	0	6	4
CN1CCc2c(c3c(n2C)CCN(C)[C@@H]3c2cccnc2)[C@H]1c1cccnc1	-11&3	-2	15	-19&-10	-5	0&-1	-9	4&4	0&-3
COc1ccc(-c2cc3ccccc3n2CC(O)CN2CCOCC2)cc1 (stereo not given)	-9	6	-111	8	-3	4	23	2	-2

Additional entries
SMILES	SENP6 inh	SENP1 FRET inh	SENP8 block-1	Apaf-1 inh	HKDC1 inhibitor	SENP8 block-2	PfGluPho inh	NALP3 yeast inh	SENP7 block
Cc1nn(-c2ccccc2)nc1CNC(=O)C1CC1	-8	0	10	-3	-2	-3	3	28	-6
CCN(CC)CCN1C(=O)Cn2c(C)c(C)c3cccc1c32	-14&-13	4&2	20&0	-2&-11	-9&4	-8&-1	-4&-5	7&8	58*!
CCOC(=O)c1cn[nH]c1NC(=S)Nc1ccccc1	-40	1	11	1	-4	-2	27	30	-4
O=C(CSc1nnc(-c2cccnc2)n1Cc1ccco1)c1ccc(Cl)c(Cl)c1	0	-2	-19	9	14	-3	15	22	-3
CCOc1ccc(-n2c(C)cc(/C=N/Nc3nc(C)cc(=O)[nH]3)c2C)cc1	-7	-5	-287	-5	-8	3	18	-2	7
CC(Oc1ccc2c3c(c(=O)oc2c1)CCCC3)C(=O)NCc1ccncc1 (stereo not given)	-2	-1	-302	-3	-5	-10	13	13	-3
CC(C#N)(Nc1ccc(Cl)cc1)c1cccnc1 (stereo not given)	-10	0	13	0	-4	-4	-4	-1	0
O=C(Nc1nncs1)c1cccc(S(=O)(=O)N2CCCCC2)c1	-11	4	20	-1	11	4	-41	5	7

Compound profiles (already shown):
O=C(CSc1nnc(-c2cccnc2)n1Cc1ccco1)c1ccc(Cl)c(Cl)c1 in the list: SENP6 inh: 0; SENP1 FRET inh: -2; SENP8 block-1: -19; Apaf-1 inh: 9; HKDC1 inhibitor: 14; SENP8 block-2: -3; PfGluPho inh: 15; NALP3 yeast inh: 22; SENP7 block: -3
Cc1nn(-c2ccccc2)nc1CNC(=O)C1CC1 in the list: SENP6 inh: -8; SENP1 FRET inh: 0; SENP8 block-1: 10; Apaf-1 inh: -3; HKDC1 inhibitor: -2; SENP8 block-2: -3; PfGluPho inh: 3; NALP3 yeast inh: 28; SENP7 block: -6

(list continues)
SMILES	SENP6 inh	SENP1 FRET inh	SENP8 block-1	Apaf-1 inh	HKDC1 inhibitor	SENP8 block-2	PfGluPho inh	NALP3 yeast inh	SENP7 block
COC(=O)c1c(NC(=O)c2nn(C)cc2Cl)sc2c1CCCC2	-11	1	-286	18	-8	-11	10	14	1
Cc1cc(C)n(-c2ccc(NC(=O)C3CCCCN3C(=O)c3occc3C)cc2)n1 (stereo not given)	-17	1	6	4	7	2	-10	17	-11
COc1ccccc1-c1nnc(SCCN2CCOCC2)n1-c1ccc(C)cc1	-3	2	16	3	-2	1	15	10	8
COc1cccc2sc(Nc3nc(-c4cc5ccccc5oc4=O)cs3)nc12	x	-24	-397	x	5	x	12	x	x
O=C(Nc1ccccc1C(=O)N1CCN(c2ccccc2)CC1)c1ccco1	-9	0	-2	2	-3	-12	3	24	-5
CN1CCN(CC(=O)Nc2nnc(-c3cccs3)s2)CC1	-6	1	-231	-8	-2	-6	-9	7	-4
Cc1ccc(S(=O)(=O)NC(=O)Nc2cc(C)on2)cc1	1	0	12	-9	-8	4	-23	6	-2
CC(C(=O)N1CCOCC1)N1c2cccc3cccc(c23)S1(=O)=O (stereo not given)	3	2	-217	-11	-5	3	24	11	11

The list continues:
SMILES	SENP6 inh	SENP1 FRET inh	SENP8 block-1	Apaf-1 inh	HKDC1 inhibitor	SENP8 block-2	PfGluPho inh	NALP3 yeast inh	SENP7 block
COc1ccc(C(NC(=O)c2c(F)c(F)c(F)c(F)c2F)c2ccccc2)cc1 (stereo not given)	-13	2	14	14	-3	-10	18	63*	-2
CCOc1ccc(NC(=O)C2CCCN(C(=O)Nc3ccccc3)C2)cc1 (stereo not given)	-11	-7	18	-1	-1	-1	-10	3	9
COc1ccc(C(=O)NCC(=O)N=Nc2c(O)n(C)c3ccccc23)cc1OC	0	2	21	-18	-6	-5	8	-3	-13
Cc1ccc(S(=O)(=O)N2CCN(C(=O)CSc3nc4ccccc4o3)C2)cc1	0	3	13	11	-1	-4	0	7	-3
O=C(/C=C/c1ccccc1)Nc1cccc(S(=O)(=O)Nc2ccccc2F)c1	-4	1	21	10	-40	-9	71*	7	2
CC(OC(=O)CCc1nc2ccccc2c(=O)[nH]1)C(=O)Nc1ncc(Cl)cc1Cl (stereo not given)	14	-1	4	-3	-3	1	-5	5	-3
CCn1c(SC(C)C(=O)NC2CCCC2)nc2cc(S(N)(=O)=O)ccc21 (stereo not given)	-8	1	25	3	-1	-2	17	16	1
CCOC(=O)c1ccc(N2C(=O)CC(N3CC(C)OC(C)C3)C2=O)cc1 (stereo not given)	-4	2	14	-1	1	0	5	3	-1
CCOC(=O)c1c(N)nn(C(=O)C(C)C)c1-c1ccccc1	-10	-3	18	4	-1	1	14	2	4
CC(C)Cc1ccccc1S(N)(=O)=O	0	-2	19	3	-2	0	15	-7	2
